# Anesthetic bind = candidate novel general anesthetic via apoferritin binding. P02791. apoferritin/1-aminoanthracene competitive binding, fluorescence. Potency, µM (top dose mostly 77.5 µM), for inactives: at the highest dose activity change, negative = displacement, actives largely listed as inhibitors. 0.074% of 350,000 active. AID 485281; further: potency means the concentration at half of the fitted maximal effect; on the % scale 0 is the no-effect control and ±100 the full control effect; nearly all actives have a fitted effect of over 20% in size
# Target sequence (P02791 2-175 limits assumed): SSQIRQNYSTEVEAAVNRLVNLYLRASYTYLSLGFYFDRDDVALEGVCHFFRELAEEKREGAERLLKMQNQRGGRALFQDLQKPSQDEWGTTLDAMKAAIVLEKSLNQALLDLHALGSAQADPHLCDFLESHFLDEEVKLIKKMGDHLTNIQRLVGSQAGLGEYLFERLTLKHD
#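 10 uM apoferritin + 50% sat. 1-AMA, PBS; cpd 10 min RT; Ex380/Em535 endpoint; normalized to free probe vs complex; 4-param Hill fit; propofol titration as pos. ctrl.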
# Pol kappa inh = blocks human DNA polymerase kappa activity; Q9UBT6; purified Pol kappa, fluorescent DNA synthesis assay, 10 min; Potency, µM (doses to about 107 µM), for inactives: at the highest dose activity, negative = inhibition, actives largely listed as inhibitors; 0.53% of 400,000 active; AID 588579; further: potency means the concentration at half of the fitted maximal effect; on the % scale 0 is the no-effect control and ±100 the full control effect
#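 Kinetic fluorescence readout at 0 and 10 min followed reaction start with substrate at 50 nM final. Beforehand, enzyme (10 nM Pol kappa) stood 15 min with compound at room temperature; buffer-only wells were negative controls.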
# Pol eta inh = DNA polymerase eta (human) inhibition; recombinant Pol eta, fluorescent DNA replication assay; Potency, µM (top dose mostly 114 µM), without a hit: top-dose activity change, negative = inhibition, most hits filed as inhibitors; 1.2% of 390,000 active; AID 588591; further: potency means the concentration at half of the fitted maximal effect; on the % scale 0 is the no-effect control and ±100 the full control effect
# Target sequence (Q9Y253 whole entry, looked up): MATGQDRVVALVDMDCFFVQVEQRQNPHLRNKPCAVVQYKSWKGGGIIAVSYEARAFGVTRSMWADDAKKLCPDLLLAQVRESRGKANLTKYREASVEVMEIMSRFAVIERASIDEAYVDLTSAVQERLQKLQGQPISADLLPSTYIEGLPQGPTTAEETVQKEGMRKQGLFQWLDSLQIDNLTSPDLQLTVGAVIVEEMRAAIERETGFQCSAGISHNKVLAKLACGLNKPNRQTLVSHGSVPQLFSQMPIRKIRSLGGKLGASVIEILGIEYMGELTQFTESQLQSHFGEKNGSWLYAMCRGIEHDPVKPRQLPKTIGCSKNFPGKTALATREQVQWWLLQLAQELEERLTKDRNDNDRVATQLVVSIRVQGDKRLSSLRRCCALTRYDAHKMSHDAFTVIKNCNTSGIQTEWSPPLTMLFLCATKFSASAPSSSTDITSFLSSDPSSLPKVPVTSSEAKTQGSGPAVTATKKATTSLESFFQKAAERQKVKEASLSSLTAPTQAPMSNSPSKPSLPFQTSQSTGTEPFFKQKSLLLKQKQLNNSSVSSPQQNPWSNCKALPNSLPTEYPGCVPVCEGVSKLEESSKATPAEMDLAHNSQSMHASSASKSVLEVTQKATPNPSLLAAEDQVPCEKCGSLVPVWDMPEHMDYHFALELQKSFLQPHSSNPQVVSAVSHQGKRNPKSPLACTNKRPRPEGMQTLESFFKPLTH
#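 Pol eta at 10 nM preincubated with compounds 15 min at room temperature; reaction started with fluorescent substrate (50 nM final) and read kinetically at 0 and 10 min.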
# GRP78 ERSR act = inducers of ER stress response in human glioma cells; U87-MG GRP78 promoter luciferase reporter, 16 h; Potency, µM, for the others: top-dose activation, usual class: activators; 0.02% of 420,000 active; further: potency means the concentration at half of the fitted maximal effect; series mostly up to about 76 µM; % of control where 0% means no effect; nearly all actives have a fitted effect of over 35% in size
#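 Stably transfected U87-MG glioma cells carrying a GRP78-based luciferase sensor; 16 h compound incubation. Luminescence end-point read 10 min after Bright-Glo addition at room temperature.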
# POLB inh = blocks human DNA polymerase beta activity; P06746; Pol beta primer extension/strand displacement, fluorescence kinetic; Potency, µM (doses to about 114 µM), for inactives: at the highest dose activity change, negative = inhibition, most hits filed as inhibitors; 1.3% of 340,000 active; AID 485314; further: potency means the concentration at half of the fitted maximal effect; on the % scale 0 is the no-effect control and ±100 the full control effect
#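 Homogeneous kinetic assay of primer extension and strand displacement by 10 nM Pol beta, preincubated 15 min at room temperature with compound before 50 nM substrate (final) was added. Read at 0 and 10 min; four-parameter Hill fit.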
# LDHA block = blocks human lactate dehydrogenase A; P00338; purified LDHA, NADH/diaphorase-resazurin fluorescence; stronger effect = lower value; activity change, % (values are at about 110 or 230 µM); 0.15% of 480,000 active; in the data active means activity change below about -30%; inconclusive means mostly about -25% to -30%;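 further: plate controls were DMSO wells for no effect and wells without enzyme for full effect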
#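 Enzyme activity of human lactate dehydrogenase 5 (2 nM; 0.06 mM NADH, 0.2 mM pyruvate, 5 min, RT) is measured via a resazurin/diaphorase fluorescence readout of residual NADH.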
# BLM inh = inhibitors of human Bloom syndrome helicase BLM; AID 2528; P54132; recombinant BLM DNA unwinding, fluorescence dequenching; 0.2% of 350,000 active; Potency, µM (series often up to 56.1 µM), inactives show at the top dose activity change, negative = inhibition, most hits filed as inhibitors;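 further: potency means the concentration at half of the fitted maximal effect; plate controls were vehicle for no effect and no enzyme for full effect; nearly all actives have a fitted effect of over 35% in size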
# Pol iota inh = inhibitors of human DNA polymerase iota | Q9UNA4 | Pol iota fluorescent replication assay, 10 min | Potency, µM (series often up to 115 µM), for inactives: at the top dose activity, negative = inhibition, hits mostly inhibitors | 1% of 390,000 active; further: potency means the concentration at half of the fitted maximal effect
#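 Fluorescent replication assay read twice, at 0 min and 10 min after adding 50 nM (final) substrate. Enzyme (10 nM) and compounds were first incubated 15 min at room temperature; enzyme-free buffer wells were negative controls.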
# APE1 inh = APE1 (human) endonuclease inhibition; P27695; recombinant APE1, TAMRA/BHQ-2 abasic DNA cleavage fluorescence; Potency, µM (doses to about 65.8 µM), without a hit: at the highest dose activity change, negative = inhibition, usual class: inhibitors; 0.35% of 350,000 active; AID 2517;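 further: potency means the concentration at half of the fitted maximal effect; plate controls were vehicle for no effect and reference inhibitor for full effect; nearly all actives have a fitted effect of over 55% in size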
#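 Substrate: short duplex with […] THF abasic site, 5'-TAMRA and 3'-BHQ-2, 50 nM final. APE1 at 0.75 nM, preincubated 15 min RT with compound. Fluorescence increase from first to third read measured activity.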
# Active calls of the source: *; ? = inconclusive; · = no result given; & = joins results of further samples; [ ] = remark or other dose. Unless noted, the call rests on the fitted dose curve; in most records, active means well fitted curve in the direction sought with a large enough effect; inconclusive means small, poorly fitted or top-dose-only effect, or another doubt; inactive means no such curve, though single readings can be large; an effect the other way counts as inactive or inconclusive. This is a subset; rates above refer to the full screens.
SMILES,Anesthetic bind,Pol kappa inh,Pol eta inh,GRP78 ERSR act,POLB inh,LDHA block,BLM inh,Pol iota inh,APE1 inh
O=C(NCCCN1CCOCC1)C(=O)NCc1ccco1,-0.1%,-11.5%,-2.0%,-4.3%,27.8%,-2.7,-2.7%,4.8%,4.0%
COc1ccc(NCC(O)COc2ccc(C(C)(C)C)cc2)cc1 (stereo unspecified),?,-7.7%,-18.0%,-2.5%,6.6%,-0.7,-2.4%,143.1%[activator],-1.3%
COc1ccc(CN2[C@@H](CC(=O)O)c3cc(F)ccc3S2(=O)=O)cc1,·,-10.1%&-10.2%,-1.8%,-1.6%&-3.4%,·,-10.0,·,2.7%&20.3%,·
O=C(Cc1c(F)cccc1Cl)NCCCn1ccnc1,-3.6%,-5.4%[60.1 µM],2.4%,-3.0%,5.3%,-14.7,-2.8%,7.5%,-1.7%
COC(=O)[C@H](Cc1c[nH]c2ccccc12)NC(=O)Cc1c[nH]c2ccccc12,-23.5%,-8.5%,-12.6%,1.1%,3.4%,0.3,2.1%,-12.1%,21.8%
C[N+](C)(C)CC(=O)N1CCN(c2ccc3ccccc3n2)CC1,-1.9%,-13.9%[60.1 µM],-7.5%,-3.1%,69.6%,-7.2&7.8,6.6%,44.1%[activator],-1.1%
CCOC(=O)C1CCN(CCC(=O)Nc2ccccc2OC)CC1,5.3%,-16.4%,-9.3%,-0.8%,-13.0%,6.7,-1.5%,-11.8%,·
COCCNC(=O)c1c[nH]c2ccc(S(=O)(=O)N3CCOCC3)cc2c1=O,4.0%,-0.8%,-4.2%,-4.0%,-27.9%,-0.6,-0.8%,7.5%,27.5%
O=C(c1ccncc1)N1CCN(S(=O)(=O)c2ccc(OC(F)(F)F)cc2)CC1,·,-8.6%,-4.9%,-1.6%,·,-8.1,·,-6.0%,-5.2%
CCC(CC)C(=O)Nc1ccc2nc(SCC(=O)N3CCOCC3)sc2c1,-2.7%,-18.3%,-15.9%,-2.9%,1.6%,-6.4,-2.6%,19.6%,·
O=C(CN1CCCCC1)Nc1cc(Cl)ccc1Cl,-13.4%,1.9%,10.2%,-2.5%,0.5%,0.2,-2.4%,6.4%,1.2%
Cc1ccc(Sc2c(C)nn(C(=O)COc3ccccc3Br)c2C)cc1,6.31µM*,-14.0%,-5.1%,-0.3%,-14.3%,-4.3,-4.7%,-10.2%,·
CC1C/C(=N/Nc2ccc([N+](=O)[O-])cc2[N+](=O)[O-])CC(C)(C)C1 (stereo unspecified),-13.1%,1.1%,-11.4%,-7.1%,-23.3%,-0.3,-6.5%,10.3%,0.3%
Cc1ccc2nsnc2c1NC(=O)COc1ccccc1,-6.6%,8.9%,-8.2%,-1.7%,14.9%,-0.1,-3.8%,2.8%,11.7%
CCC(C)NC(=O)C(Cc1ccccc1)n1cccc1 (stereo unspecified),-5.9%,-14.7%,-4.4%,-2.5%,0.6%,-4.3,0.9%,3.5%,-2.3%
C=CCn1cnc2scc(-c3ccc(C)cc3)c2c1=O,?,2.9%,-0.2%,-3.6%,-1.4%,3.1,0.0%,-2.8%,0.8%
COc1ccccc1Nc1nn2c(=O)c3ccc(C(=O)NCc4ccc(F)cc4)cc3nc2s1,-4.9%,-7.0%,-8.6%,8.1%,-8.9%,-9.2,-16.5%,-20.7%,·
CCCC(=O)Nc1ccc(NC(=S)NC(=O)c2ccccc2[N+](=O)[O-])cc1,3.4%,-3.3%,-7.3%,-3.5%,13.6%,-8.6,1.8%,18.0%,0.9%
CCCCCn1c(=O)[nH]c2cc(C(=O)Nc3cc(OC)cc(OC)c3)ccc2c1=O,-8.7%,-5.8%,-5.4%,-2.7%,10.4%,-5.0,2.3%,5.6%,·
O=C(NC(=S)Nc1ccc(-c2ccccc2)cc1)c1ccccc1,·,-2.8%,-19.8%,12.5%,·,-4.1,·,0.8%,·
Cc1cc(OC(C)C(=O)NCc2ccccn2)c2c(C)cc(=O)oc2c1 (stereo unspecified),-4.3%,12.0%,-7.0%,-3.4%,24.8%,-0.7&4.4,-2.1%,-21.2%,39.8%[activator]
Cc1occc1-c1nnc(SCC(=O)N2CCCCC2C)o1 (stereo unspecified),·,-4.3%,3.3%,5.0%,·,0.1,·,22.2%,22.9%
COc1ccc(NC(=O)c2ccc(Cc3ccc(C)cc3)o2)cc1,3.6%,-13.5%,-18.4%,-0.7%,89.3%,-3.1,-11.2%,-3.3%,12.4%
O=C1c2ccc3c4c(ccc(c24)C(=O)N1c1ccc2ccccc2c1)CC3,-13.7%,-13.6%,-0.3%,-7.5%,-34.9%,-8.1,0.0%,-0.3%,3.1%
CSc1ncccc1C(=O)Nc1cccc(S(=O)(=O)N2CCOCC2)c1,·,11.3%,-15.2%,-3.1%,·,-1.0,·,5.4%,14.4%
Cc1ccc(S(=O)(=O)Nc2ccc3c(c2)c(C(=O)OC(C)C)c(C)n3S(=O)(=O)c2ccc(C)cc2)cc1,-16.6%,1.6%,-7.8%,-1.8%,?,-2.7,-11.8%,-19.7%,·
O=C1CCCC2=C1C(c1ccc(O)cc1)c1c(ccc3ccccc13)N2 (stereo unspecified),326.3%[activator],-1.1%,-15.0%,-2.5%,3.6%,-1.7,-22.1%,26.2%,-4.2%
CC(Sc1nnc(-c2ccccc2F)n1N)C(=O)NCC1CCCO1 (stereo unspecified),·,-1.5%,-1.0%,-2.9%,·,-10.1,·,20.9%,-7.8%
Cc1cc(=O)oc2cc(OCC(=O)N/N=C/c3cc([N+](=O)[O-])ccc3O)ccc12,-1.2%,-18.9%,?,-2.0%,31.6µM*,6.1,-8.8%,?,-10.2%
Cc1ccc(C2=NC3(CCCCC3)N=C2SCC(=O)Nc2ccc3c(c2)OCCO3)cc1,3.4%,-0.3%,-10.4%,-2.4%,2.3%,-2.4,-3.8%,-4.5%,2.8%
CNC(=O)C1CCN(C(=O)N2CC(C)Oc3ccc(C)cc32)CC1 (stereo unspecified),-6.3%,5.1%,4.2%,-0.6%,1.3%,-3.2,-1.6%,1.6%,·
NS(=O)(=O)c1ccc(NC(=S)NC(=O)C2CCCCC2)cc1,-11.0%,0.5%,-17.1%,2.3%,12.6%,-0.6,-5.4%,36.5%[activator],-1.4%
COc1cc(Br)c(/C=C(\C#N)c2nc3ccccc3[nH]2)cc1OC,?,-3.7%,-21.3%,-2.8%,2.2%,-11.7&15.9,2.3%,34.4%,·
Cn1ccnc1SCC(=O)Nc1nc2c(F)c(F)c(F)cc2s1,-4.5%,-8.5%,-3.5%,1.2%,0.1%,-1.8,-12.9%,16.4%,-1.1%
C=CCOc1ccccc1CNCc1cccnc1,-15.5%,-4.7%,-13.8%,-5.8%,-1.4%,-3.1,1.2%,16.0%,2.6%
Cc1ccc(C)c(S(=O)(=O)NCCOC(=O)Nc2sc(=S)n(C)c2C)c1,-20.3%,0.2%,2.7%,-3.1%,-15.4%,0.0,-0.9%,-46.8%,2.9%
Cc1cccc(C(=O)N2CCN(Cc3ccc4c(c3)OCO4)CC2)c1,-11.4%,-6.8%,0.7%,-1.8%,15.0%,3.6,1.0%,?,-1.3%
Cc1cc(C)c(C)c(S(=O)(=O)N2CCC(C(=O)N3CCN(c4ccc(F)cc4)CC3)CC2)c1C,·,-1.6%,-23.3%,-4.8%,·,-4.9,·,114.6%[activator],·
Cc1ccc(NC(=O)C(=O)NCC(c2cccnc2)N2CCc3ccccc32)cc1Cl (stereo unspecified),0.0%,-13.1%,-20.2%,-3.9%,11.2%,-0.2,-7.6%,12.2%,·
COC(=O)c1ccc(CN2CCCC(C(=O)Nc3cccc(-n4cnnn4)c3)C2)cc1 (stereo unspecified),-16.2%,-11.0%,-6.4%,-1.3%,2.9%,-6.6,4.7%,8.6%,-0.4%

# Only BLM inh, Anesthetic bind and Pol iota inh, for two of the compounds above:
mol,BLM inh,Anesthetic bind,Pol iota inh
C[N+](C)(C)CC(=O)N1CCN(c2ccc3ccccc3n2)CC1,6.6%,-1.9%,44.1%[activator]
CCOC(=O)C1CCN(CCC(=O)Nc2ccccc2OC)CC1,-1.5%,5.3%,-11.8%

# The results go on:
SMILES,Anesthetic bind,Pol kappa inh,Pol eta inh,GRP78 ERSR act,POLB inh,LDHA block,BLM inh,Pol iota inh,APE1 inh
CCOP(=O)(OCC)c1nc(-c2ccc(OC)cc2)oc1N1CCOCC1,0.6%,0.0%,-15.3%,-3.0%,20.8%,-3.9,-4.4%,52.2%[activator],?
O=C(COc1ccccc1Cl)Nc1ccc(OCc2cc(=O)n3ccsc3n2)cc1,3.1%,-7.9%,-9.0%,-1.0%,31.3%[activator],-8.4,-9.3%,31.4%[activator],·
CCC(=O)Nc1ccc2c(c1)C(=O)N(C)C2=O,173.6%[activator],-7.4%,-8.6%,-2.8%,10.1%,-4.4,-3.8%,3.8%,13.4%
CN(c1ccccc1)S(=O)(=O)c1cccc(C(=O)N2CCN(c3ccccn3)CC2)c1,-18.6%,-6.9%,-17.1%,-4.9%,13.0%,2.2,-0.3%,-7.5%,-8.4%
O=C(COc1cccc2c1CCNC2=O)NC1CCCCC1,·,-3.4%,-8.0%,-1.4%,·,-2.0,·,15.1%,29.4%
CC(=O)c1ccc(N2CCN(CCC#N)CC2)c(F)c1,-3.7%,-3.7%,5.7%,-2.7%,11.9%,-3.6,0.2%,4.6%,-1.6%
Cc1nn2c(-c3ccncc3)ccnc2c1Br,-2.9%,-5.6%,-12.2%,1.3%,10.2%,-2.7,-10.0%,-17.0%,1.0%
CCOC(=O)c1[nH]c(C)c(CCC(=O)Nc2cccc(C(F)(F)F)c2)c1C,-6.3%,-6.0%[60.1 µM],-4.5%,-2.5%,-0.5%,-1.3,-4.7%,13.3%,·
Cc1ccc(C(=O)OCC(=O)NN2C(=O)NC3(CCC(C)CC3)C2=O)cc1 (stereo unspecified),·,-17.1%,6.3%,-2.9%,·,-1.3,·,0.8%,7.8%

# Screening results as filed in PubChem.
